Source: PubChem BioAssay
PKM2 activator: qHTS Assay for Activators of Human Muscle isoform 2 Pyruvate Kinase; Pyruvate kinase PKM (Homo sapiens), P14618; purified PKM2, Kinase-Glo ATP luminescence, activation; response scale: 0% is enzyme alone, no compound; Potency, µM (highest dose often 57.5 µM), for inactives: at the top dose activation, usual class: activators; 0.34% of 260,000 active; also: potency is read from the fitted curve at half-maximal effect; % is scaled to controls: 0 for no effect and ±100 for the full control effect; nearly all actives have a fitted effect of over 55% in size
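Purified hPK-M2 (>95%) run at intermediate activity with 0.1 mM ADP and 0.5 mM PEP in 50 mM imidazole pH 7.2, KCl, MgCl2; 1 h room temperature. ATP formed read by Kinase-Glo luminescence; normalized to uninhibited and no-enzyme controls.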
RORgamma inh: qHTS for inhibitors of ROR gamma transcriptional activity. Drosophila S2 Gal4-RORgamma UAS-luciferase reporter, 20 h. Potency, µM (highest dose often 53.6 µM), for the others: top-dose activity change, negative = inhibition, actives largely listed as inhibitors. 5.4% of 310,000 active. Nuclear receptor ROR-gamma (Mus musculus), P51450. AID 2551, 2010; also: potency is read from the fitted curve at half-maximal effect; % is scaled to controls: 0 for no effect and ±100 for the full control effect; nearly all actives have a fitted effect of over 60% in size
Target sequence (P51450 whole entry, looked up, the tested form may be a part): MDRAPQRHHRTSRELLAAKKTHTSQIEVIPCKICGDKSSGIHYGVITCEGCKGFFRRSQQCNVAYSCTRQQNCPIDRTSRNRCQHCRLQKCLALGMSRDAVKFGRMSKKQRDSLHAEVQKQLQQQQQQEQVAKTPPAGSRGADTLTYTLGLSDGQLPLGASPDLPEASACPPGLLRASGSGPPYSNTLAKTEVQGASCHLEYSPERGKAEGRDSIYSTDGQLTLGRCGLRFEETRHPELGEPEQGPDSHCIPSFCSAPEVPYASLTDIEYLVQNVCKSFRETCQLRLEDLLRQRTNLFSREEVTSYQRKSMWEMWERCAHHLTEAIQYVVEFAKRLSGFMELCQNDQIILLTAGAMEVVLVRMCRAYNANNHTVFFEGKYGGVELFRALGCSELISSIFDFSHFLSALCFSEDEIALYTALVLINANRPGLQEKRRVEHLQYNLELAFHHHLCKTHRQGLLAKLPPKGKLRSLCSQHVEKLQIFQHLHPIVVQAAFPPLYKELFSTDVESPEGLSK
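Schneider cells (Drosophila), stable Gal4 DBD–ROR gamma + UAS-luc; 1 hr cmpd preincubation; Cu2+ induction 700 uM final; 20 hr ambient; luminescence.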
Rab9 promoter act: qHTS Assay for Rab9 Promoter Activators; Huh7 Rab9 promoter-luciferase reporter, luminescence, 24 h; Potency, µM (highest dose often 9.22 µM), for the others: top-dose activation, negative = inhibition, hits mostly activators; 2.8% of 320,000 active; AID 485297, 2010; also: potency is read from the fitted curve at half-maximal effect; % of control where 0% means no effect; nearly all actives have a fitted effect of over 60% in size
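Steps: seed 1500 Huh7 Rab9-luc cells per well, rest 2 h at 37 °C; add compound in DMSO; incubate 24 h; add luciferase reagent, 10 min ambient; read luminescence.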
VP16 counter: VP16 counterscreen qHTS for inhibitors of ROR gamma transcriptional activity; Drosophila S2 Gal4-VP16 UAS-luciferase, luminescence, 20 h; Potency, µM (doses to about 53.6 µM), for inactives: top-dose activity, negative = inhibition, actives largely listed as inhibitors; 3.5% of 310,000 active; AID 2546, 2010;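 also: Gal4-VP16 expression switched on by copper sulfate through the metallothionein promoter; potency is read from the fitted curve at half-maximal effect; % is scaled to controls: 0 for no effect and ±100 for the full control effect; nearly all actives have a fitted effect of over 50% in size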
ELG1 genotoxic: qHTS screen for small molecules that induce genotoxicity in human embryonic kidney (HEK293T) cells expressing luciferase-tagged ELG1; HEK293T ELG1-luciferase reporter, luminescence, 16 h; Potency, µM (top dose mostly 46 µM), inactives show at the highest dose activity change, positive = activation, usual class: activators; 1.3% of 330,000 active; AID 504466, 2011; also: potency is read from the fitted curve at half-maximal effect; % of control where 0% means no effect; nearly all actives have a fitted effect of over 60% in size
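DMSO vehicle served as control against compound-treated ELG1-luciferase HEK293T cells; exposure lasted 16 hr at 37 °C and 5% CO2, followed by ONE-Glo luminescence detection after 30 min.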
Giardia kill: Small Molecules that selectively kill Giardia lamblia: qHTS; 0.15% of 340,000 active; activity change, % at 7.66 µM, hits read low; Giardia lamblia trophozoite viability; in the data active = activity change below about -80%; inconclusive = between about -30% and that limit;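 also: parasites exposed to compound for two days anaerobically before the ATP read; % is scaled to controls: 0 for no effect and ±100 for the full control effect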
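Each well holds 100 Giardia trophozoites and compound. After two days (48 hrs) at 37 deg C in anaerobic conditions, ATP is quantified by luminescence.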
Menin MLL FP TR: qHTS Assay for Inhibitors Targeting the Menin-MLL Interaction in MLL Related Leukemias: Competition With Texas Red Labeled MLL-derived Mutant Peptide; 0.23% of 270,000 active; Potency, µM (series often up to 61.6 µM), for the others: at the highest dose FP activity change, negative = inhibition, most hits filed as inhibitors; Menin + Texas Red MLL mutant peptide, fluorescence polarization; active = well fitted inhibition curve with a large enough effect in the polarisation, with a control signal flat, not every such curve was filed as active; inconclusive = small, poorly fitted or top-dose-only effect, or effect the other way, or a change in a side signal; inactive = no such curve, though single readings can be large or run the other way; the % refers to the polarisation; also: potency is read from the fitted curve at half-maximal effect; % of control where 0% means no effect; many of its hits are not listed in these tables
p53 reactivator: qHTS assay for re-activators of p53 using a Luc reporter; 0.063% of 320,000 active; Potency, µM (top dose mostly 92.2 µM), without a hit: at the highest dose activity change, positive = activation, hits mostly activators; H1299 p53-A138V BP100-luciferase reporter, luminescence, 24 h; also: potency is read from the fitted curve at half-maximal effect; % of control where 0% means no effect; nearly all actives have a fitted effect of over 45% in size
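p53-null H1299 cells stably carrying temperature-sensitive p53-A138V and a BP100-luciferase reporter were pinned with compounds (4-point, 1:5 series) and held 24 hrs at 37 deg C. Luminescence was read 10 min after detection reagent.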
NPC1 prom act: qHTS Assay for NPC1 Promoter Activators. Huh7 NPC1 promoter luciferase reporter, 24 h. Potency, µM (titrated, usually from 9.22 µM), for inactives: top-dose activation, actives largely listed as activators. 2.4% of 320,000 active;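 also: potency is read from the fitted curve at half-maximal effect; % of control where 0% means no effect; nearly all actives have a fitted effect of over 60% in size; reporter is driven by a mutant NPC1 promoter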
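NPC1 promoter–luciferase Huh7 cells; 24 h compound; luminescence.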
BRCA1 expr up: qHTS Assay to Identify Small Molecule Activators of BRCA1 Expression; Potency, µM (titrated, usually from 46.1 µM), for the others: at the highest dose activation, usual class: activators; MCF7-BRCA1-FFLuc reporter, luminescence, 48 h; response scale: scaled: vehicle 0%, 10 µM genistein 100%; 1.1% of 380,000 active; AID 624202, 2012; also: potency is read from the fitted curve at half-maximal effect; nearly all actives have a fitted effect of over 80% in size; some results filed as inactive show a strong effect at the top dose
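MCF7-BRCA1-FFLuc, 2000 cells/well; 2 h attach, 37 °C/5% CO2; compound 48 h; luciferase substrate 15 min; luminescence end-point. Norm. to genistein 10 microM max activation and DMSO; concentration-response curves fitted.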
FLuc counter: qHTS profiling assay for firefly luciferase inhibitor/activator using purifed enzyme and Km concentrations of substrates (counterscreen for miR-21 project); Luciferin 4-monooxygenase (Photinus pyralis), P08659; AID 588342, 2011; Potency, µM (series often up to 57.5 µM), inactives show at the top dose activity change, negative = inhibition, hits mostly inhibitors; purified FLuc, Km substrates, luminescence inhibition; 6.9% of 360,000 active;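 also: potency is read from the fitted curve at half-maximal effect; plate controls were vehicle for no effect and reference inhibitor for full effect; nearly all actives have a fitted effect of over 55% in size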
Target sequence (P08659 whole entry, looked up): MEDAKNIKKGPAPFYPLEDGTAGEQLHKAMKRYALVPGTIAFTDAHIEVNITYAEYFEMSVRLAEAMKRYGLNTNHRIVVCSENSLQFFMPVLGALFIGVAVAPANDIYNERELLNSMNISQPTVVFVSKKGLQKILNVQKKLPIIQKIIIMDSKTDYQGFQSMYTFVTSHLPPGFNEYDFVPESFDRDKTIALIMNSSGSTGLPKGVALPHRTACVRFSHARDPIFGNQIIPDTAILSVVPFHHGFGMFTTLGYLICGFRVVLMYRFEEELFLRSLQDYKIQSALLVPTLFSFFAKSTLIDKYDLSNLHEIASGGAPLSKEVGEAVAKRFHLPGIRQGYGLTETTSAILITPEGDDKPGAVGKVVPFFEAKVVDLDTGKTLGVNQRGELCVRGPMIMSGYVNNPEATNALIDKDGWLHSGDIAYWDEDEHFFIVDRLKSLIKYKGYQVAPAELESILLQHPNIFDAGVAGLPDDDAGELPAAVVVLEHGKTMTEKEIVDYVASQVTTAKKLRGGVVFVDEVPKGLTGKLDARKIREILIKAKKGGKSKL
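Purified P. pyralis luciferase, 10 nM final, with Km-level 10 uM D-luciferin and 10 uM ATP in 50 mM Tris acetate pH 7.5, 10 mM Mg acetate, 0.01% Tween-20, 0.05% BSA; 6-point qHTS titration about 60 µM downward; luminescence read.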
Active calls of the source: *; [ ] = dose if it differs, or a comment. Unless noted, calls follow the shape of the dose curve; as a rule, active = well fitted curve in the direction sought with a large enough effect; inconclusive = small, poorly fitted or top-dose-only effect, or another doubt; inactive = no such curve, though single readings can be large; an effect the other way counts as inactive or inconclusive. Not all compounds are listed. The share of hits here may be higher or lower than overall.

Screening O=C(NC1CC1)C1CCN(C2CCN(C(=O)c3ccc(C(F)(F)F)cc3)CC2)CC1 returned RORgamma inh 6.3%, Rab9 promoter act 0.1%, VP16 counter 12.9%, ELG1 genotoxic 0.0%, Giardia kill 7.0, Menin MLL FP TR -0.5%, p53 reactivator 6.0%, NPC1 prom act -2.8%, BRCA1 expr up 0.0% and FLuc counter -0.3%.
Screening COc1ccc(/C=N/Nc2nc(N)cc(Cl)n2)cc1OC returned PKM2 activator -2.1%, RORgamma inh 11.0%, Rab9 promoter act 23.9%, VP16 counter -15.2%, ELG1 genotoxic 2.3%, Giardia kill -18.3, Menin MLL FP TR 7.7%, p53 reactivator -4.5%, NPC1 prom act 15.9%, BRCA1 expr up 24.5% and FLuc counter 16.9µM*.
For CCC(C)C(NC(=O)c1ccccc1NC(=O)c1ccccc1)C(=O)N1CCOCC1 (centres undefined) the results were PKM2 activator 7.7%, RORgamma inh -13.6%, Rab9 promoter act -2.2%, VP16 counter -5.8%, ELG1 genotoxic 0.0%, Giardia kill 5.0, Menin MLL FP TR 0.8%, p53 reactivator -1.7%, NPC1 prom act 0.0%, BRCA1 expr up -0.3% and FLuc counter 4.1%.
For CCOc1cc(/C=N/NC(=O)CSc2nncn2C)ccc1OCC(N)=O the results were PKM2 activator -7.6%, RORgamma inh 6.5%, Rab9 promoter act -2.0%, VP16 counter 5.5%, ELG1 genotoxic -2.1%, Giardia kill 10.3, p53 reactivator 5.0%, NPC1 prom act 3.4%, BRCA1 expr up 1.5% and FLuc counter 0.4%.
`COc1ccc(NC(=O)c2ccc3c(c2)OCO3)cc1` gave PKM2 activator 0.0%, RORgamma inh inconclusive, Rab9 promoter act 0.631µM*, VP16 counter inconclusive, ELG1 genotoxic 5.17µM*, Giardia kill -21.0, Menin MLL FP TR 1.3%, p53 reactivator -21.6%, NPC1 prom act 1.12µM*, BRCA1 expr up inconclusive and FLuc counter 3.38µM*.
For O=[N+]([O-])c1cccc(/C(=N/N=C/c2ccccc2Br)C23CN4CN(CN(C4)C2)C3)c1 the results were PKM2 activator -0.4%, RORgamma inh 4.1%, Rab9 promoter act 3.4%, VP16 counter 1.8%, ELG1 genotoxic 7.7%, Giardia kill 18.0, p53 reactivator -6.1%, NPC1 prom act -7.0%, BRCA1 expr up 1.3% and FLuc counter 2.0%.
For CC(C)CNS(=O)(=O)c1cc(C(=O)N2CCOCC2)c(Cl)cc1Cl the results were PKM2 activator -1.8%, RORgamma inh -7.9%, Rab9 promoter act -2.6%, VP16 counter -2.6%, ELG1 genotoxic -2.5%, Giardia kill 1.6, Menin MLL FP TR -2.9%, p53 reactivator -0.6%, NPC1 prom act -2.8%, BRCA1 expr up 2.9% and FLuc counter 5.7%.
`Cc1cc(-c2nnco2)c(C)n1-c1ccc(F)cc1` gave PKM2 activator -3.9%, RORgamma inh 13.2%, Rab9 promoter act 29.6%, VP16 counter 22.4%, ELG1 genotoxic 5.5%, Giardia kill 4.2, Menin MLL FP TR 7.2%, p53 reactivator -2.9%, NPC1 prom act 26.0%, BRCA1 expr up 98.0% and FLuc counter 16.9µM*.
For O=C(O)c1cccc(N2C(=O)Nc3ccccc3N2O)c1 the results were PKM2 activator 4.3%, RORgamma inh 21.5%, Rab9 promoter act -0.5%, VP16 counter inconclusive, ELG1 genotoxic 0.4%, Giardia kill 7.4, Menin MLL FP TR 31.6%[activator], p53 reactivator 8.1%, NPC1 prom act -3.0%, BRCA1 expr up -2.3% and FLuc counter 5.6%.
`Cc1ccc2oc(=O)c(-c3ccc(O)cc3)c(C)c2c1` gave Rab9 promoter act -2.5%, ELG1 genotoxic 13.0%, Giardia kill 13.9, p53 reactivator inconclusive, NPC1 prom act 5.8%, BRCA1 expr up 20.6% and FLuc counter inconclusive.
C=CCN(CC=C)C(=S)Nc1ccc2nsnc2c1 was read as RORgamma inh 3.55µM*, Rab9 promoter act 12.9%, VP16 counter 6.31µM*, ELG1 genotoxic 0.2%, Giardia kill 20.5, Menin MLL FP TR inconclusive, p53 reactivator -20.1%, NPC1 prom act -0.8%, BRCA1 expr up -7.6% and FLuc counter 3.1%.
For COc1ccc2c(Cl)c(C(=O)N/N=C/c3ccncc3)sc2c1 the results were RORgamma inh -31.6%, Rab9 promoter act 0.1%, VP16 counter -8.7%, ELG1 genotoxic -3.5%, Giardia kill 7.5, Menin MLL FP TR -8.1%, p53 reactivator 0.0%, NPC1 prom act 1.6%, BRCA1 expr up 7.8% and FLuc counter -14.9%.
CCC(C)[C@H](NC(=O)N1CC(=O)Nc2ccccc21)C(=O)NC(C)CCc1ccccc1 (some centres undefined) was read as RORgamma inh -1.5%, Rab9 promoter act 0.2%, VP16 counter -2.4%, ELG1 genotoxic 0.6%, Giardia kill -11.8, p53 reactivator -0.5%, NPC1 prom act -1.8%, BRCA1 expr up -16.9% and FLuc counter 0.5%.
`CC(=O)Nc1ccc(NC(=O)CN2CCN(c3cccc(C(F)(F)F)c3)CC2)cc1` gave PKM2 activator -5.7%, RORgamma inh 0.8%, Rab9 promoter act -5.1%, VP16 counter -4.9%, ELG1 genotoxic -5.1%, Giardia kill -2.5, p53 reactivator -0.6%, NPC1 prom act -1.5%, BRCA1 expr up -14.8% and FLuc counter 3.8%.
`O=C(NCCCN1CCCC1=O)c1ccc(Cl)c(Cl)c1` gave PKM2 activator 0.1%, RORgamma inh 38.5%, Rab9 promoter act 13.7%, VP16 counter 5.3%, ELG1 genotoxic 0.5%, Giardia kill -5.7, Menin MLL FP TR 3.3%, p53 reactivator 2.8%, NPC1 prom act 0.0%, BRCA1 expr up 1.8% and FLuc counter -3.6%.
For Cc1cc(C)cc(NC(=O)CCCCCN2C(=O)[C@@H]3Cc4ccccc4CN3C2=O)c1 the results were RORgamma inh -8.1%, Rab9 promoter act 1.6%, VP16 counter 0.5%, ELG1 genotoxic -1.7%, Giardia kill 5.2, p53 reactivator -2.6%, NPC1 prom act -0.2%, BRCA1 expr up -14.9% and FLuc counter -1.0%.
For Cc1oc(-c2ccccc2F)nc1CS(=O)CC(=O)NC1CCCC1 (centres undefined) the results were RORgamma inh 5.2%, Rab9 promoter act 5.6%, VP16 counter -5.8%, ELG1 genotoxic 0.2%, Giardia kill 18.9, Menin MLL FP TR -15.7%, p53 reactivator -8.1%, NPC1 prom act 0.4%, BRCA1 expr up -29.3% and FLuc counter 1.5%.
Screening CCOC(=O)C1CCN(C(=S)NC2CCCC2)CC1 returned PKM2 activator -12.7%, RORgamma inh -23.3%, Rab9 promoter act -3.4%, VP16 counter -0.9%, ELG1 genotoxic -0.8%, Giardia kill -4.3, Menin MLL FP TR -7.5%, p53 reactivator -1.9%, NPC1 prom act -2.2%, BRCA1 expr up 2.3% and FLuc counter 4.7%.
Screening COCC(=O)NC1(c2nnnn2CCOC(=O)Nc2ccc(Cl)cc2)CCCCC1 returned PKM2 activator 4.7%, RORgamma inh inconclusive, Rab9 promoter act 1.5%, VP16 counter 5.2%, ELG1 genotoxic inconclusive, Giardia kill 2.4, Menin MLL FP TR 18.0%, p53 reactivator 0.4%, NPC1 prom act -2.9%, BRCA1 expr up 41.0% and FLuc counter inconclusive.
For CC(=O)Nc1ccc(NC(=O)CN2C(=O)COc3ccc(S(=O)(=O)N4CCCCC4)cc32)cc1 the results were RORgamma inh -1.0%, Rab9 promoter act -5.4%, VP16 counter -2.5%, ELG1 genotoxic 3.8%, Giardia kill 5.0, p53 reactivator -6.2%, NPC1 prom act 0.1%, BRCA1 expr up -8.0% and FLuc counter 2.5%.
For NC(=O)c1cnn2c(-c3ccc(Cl)cc3Cl)ccnc12 the results were RORgamma inh 23.8%, Rab9 promoter act -2.5%[1.84 µM], VP16 counter -21.0%, ELG1 genotoxic 1.6%, Giardia kill 1.1, Menin MLL FP TR -17.8%, p53 reactivator 3.2%, NPC1 prom act 0.4%, BRCA1 expr up 1.1% and FLuc counter -6.0%.
`O=C(CCn1nc(-c2ccccc2)ccc1=O)N1CCN(c2ccccn2)CC1` gave PKM2 activator -20.8%, RORgamma inh 14.2%, Rab9 promoter act -11.5%, VP16 counter -13.5%, ELG1 genotoxic -8.3%, Giardia kill 15.6, p53 reactivator 11.0%, NPC1 prom act -1.2%, BRCA1 expr up -11.0% and FLuc counter 1.5%.
